# Screens: PubChem, several laboratories
# CRFBP-R2 agonist – agonists of human CRF-binding protein/CRF-R2 receptor complex | HEK293 CRF-R2/CRF-BP, calcium dye fluorescence (FLIPR); percent of saturating CRF peptide response | activation, % at 13.2 µM | hit rate 0.46% among 350,000 | AID 588473;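 active = activation of at least 50%, plus an integration ratio under a set limit after plate pattern correction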;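 note: plate controls were neutral control wells without compound for no effect and CRF at EC100 for full effect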
# M4 ag – agonists of human muscarinic M4 receptor (CHRM4). P08173. AID 624127. activation, % at 3 µM. hit rate 0.14% among 360,000. CHO-K1 hM4/Gqi5, Fluo-8 calcium fluorescence; vehicle 0%, full acetylcholine response 100%;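 active = activation above the run mean over all test wells plus 3 SD, cut at about 32% in these data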;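 note: peak over basal fluorescence ratio per well then scaled between controls; 0% = DMSO wells and 100% = acetylcholine at EC100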
# Target sequence (P08173 whole entry, looked up): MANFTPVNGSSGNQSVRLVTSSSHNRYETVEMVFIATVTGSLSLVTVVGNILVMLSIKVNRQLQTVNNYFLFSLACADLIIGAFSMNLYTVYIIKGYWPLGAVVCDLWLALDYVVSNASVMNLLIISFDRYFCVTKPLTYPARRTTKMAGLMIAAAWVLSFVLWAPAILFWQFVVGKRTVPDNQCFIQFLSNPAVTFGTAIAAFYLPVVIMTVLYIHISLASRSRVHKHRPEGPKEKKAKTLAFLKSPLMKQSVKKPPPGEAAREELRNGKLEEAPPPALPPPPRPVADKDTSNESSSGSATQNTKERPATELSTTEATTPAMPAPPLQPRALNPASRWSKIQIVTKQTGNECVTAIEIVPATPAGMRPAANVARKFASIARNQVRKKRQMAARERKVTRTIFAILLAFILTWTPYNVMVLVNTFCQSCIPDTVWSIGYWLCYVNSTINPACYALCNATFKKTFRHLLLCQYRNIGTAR
# M5 PAM – potentiates acetylcholine response at human M5 receptor. P08912. CHO-K1 hM5, Fluo-8 calcium, ACh EC20 PAM; 0% = ACh EC20, 100% = ACh EC100. activation, % at 3 µM. hit rate 0.3% among 360,000. AID 624038;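 active = activation above the run cutoff, the mean activation of all test compounds plus 3 SD, cut at about 18% in these data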
# Target sequence (P08912 whole entry, looked up): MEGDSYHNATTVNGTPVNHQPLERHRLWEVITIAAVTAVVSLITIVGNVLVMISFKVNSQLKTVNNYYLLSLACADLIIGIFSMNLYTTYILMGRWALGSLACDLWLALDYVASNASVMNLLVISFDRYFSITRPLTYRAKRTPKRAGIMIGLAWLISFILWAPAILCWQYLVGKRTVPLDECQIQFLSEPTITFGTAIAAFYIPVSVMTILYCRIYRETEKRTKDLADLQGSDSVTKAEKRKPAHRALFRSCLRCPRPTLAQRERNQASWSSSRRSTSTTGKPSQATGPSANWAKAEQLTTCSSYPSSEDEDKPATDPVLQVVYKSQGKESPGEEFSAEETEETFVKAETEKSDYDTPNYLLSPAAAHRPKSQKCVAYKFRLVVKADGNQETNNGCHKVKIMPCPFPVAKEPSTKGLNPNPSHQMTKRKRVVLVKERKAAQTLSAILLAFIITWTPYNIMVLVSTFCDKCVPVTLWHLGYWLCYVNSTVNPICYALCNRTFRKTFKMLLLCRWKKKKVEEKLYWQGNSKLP
#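 System – CHO-K1 hM5 cells · Compound – 3 µM, single dose · Incubation – compound preincubation 140 s before EC20 acetylcholine addition · Technique – Fluo-8 calcium fluorescence · Measure – Max/basal fluorescence ratio as % of EC20–EC100 ACh window · Benchmarks – low control EC20 acetylcholine (0%), high control EC100 acetylcholine (100%) · Replication – singlicate, one well per test compound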
# M5 antag – CHRM5 antagonism in calcium assay; AID 624040; P08912; inhibition, % at 3 µM; hit rate 0.59% among 360,000; CHO-hM5 cells, Fluo-8 calcium fluorescence, ACh EC80;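 active = inhibition above a per-plate cutoff, the mean of that plate's test compounds plus 3 SD, cut at about 27% in these data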;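 note: 0% = acetylcholine EC80 with DMSO and 100% = DMSO without agonist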
# CRFBP-R2 block – antagonists of CRF-binding protein/CRF-R2 receptor complex. HEK293 CRF-R2/CRF-BP, CRF-induced calcium fluorescence. inhibition, % at 11.8 µM. hit rate 0.59% among 350,000. AID 588475;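 active = inhibition of the ligand-induced calcium signal above about 50% at the single tested concentration, limit read from the data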
# M5 ag – CHRM5 agonism in calcium assay; P08912; CHO-K1 hM5 cells, Fluo-8 calcium fluorescence; 0% DMSO wells, 100% maximal acetylcholine response; activation, % at 3 µM; hit rate 0.19% among 360,000;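 active = activation above the run's mean over test compounds plus 3 SD, cut at about 23% in these data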;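 note: signal is peak over basal fluorescence ratio across the kinetic read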
# IDE inh – inhibitors of human insulin-degrading enzyme in cells. P14735. HEK cells, FAbetaB cleavage, fluorescence polarization. inhibition, % at 5.59 µM. hit rate 0.41% among 320,000. AID 434962;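 active = percent inhibition above the average of all tested compounds plus 3 SD, set per screening campaign, cut at about 16% in these data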;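 note: IDE supplied by intact live HEK cells; FP after avidin binding of uncleaved biotin substrate so inhibition keeps polarization high; 0% = DMSO wells and 100% = 60 µM reference IDE inhibitor Ii1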
# M4 antag – CHRM4 antagonism in calcium assay; inhibition, % at 3 µM; hit rate 0.73% among 360,000; P08173; CHO-hM4 cells, ACh EC80, Fluo-8 calcium fluorescence;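 active = inhibition above its plate's cutoff, the mean inhibition of sample wells plus 3 SD, cut at about 27% in these data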;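 note: 0% = acetylcholine EC80 with DMSO and 100% = DMSO without agonist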
# M4 PAM – potentiates acetylcholine response at human M4 receptor; P08173; CHO-K1 hM4/Gqi5, Fluo-8 calcium fluorescence, ACh EC20; 0% = ACh EC20, 100% = maximal ACh; activation, % at 3 µM; hit rate 0.4% among 360,000; AID 624126;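 active = activation above its plate's cutoff, the mean activation of sample wells plus 3 SD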; note: some results filed as inactive read as strong as hits
# * marks the source's active call; other numbers are inactive results; . = no result given; & = joins results of further samples. Hits appear at their usual frequency; 2.9% or so of the library scored in one or more.
M4 ag	M5 ag	M4 antag	M5 antag	M5 PAM	CRFBP-R2 block	IDE inh	CRFBP-R2 agonist	M4 PAM	molecule
0	3	3	1	7	-37	-1	1.2	-1	O=C(NC1CCCCC1)N(Cc1cc2cc3c(cc2[nH]c1=O)OCCO3)C1CCCCC1
0	1	4	-7	4	-9	0	0.4	-1	CSC1=C(C#N)C(=O)NC(c2ccc(Cl)cc2)S1 (stereo not given)
12	8	7	10	-13	18	3	-1.7	-3	CC1C/C(=C/c2ccncc2)C(=O)/C(=C/c2ccncc2)C1 (stereo not given)
5	1	2	2	-2	3	7	-1.4	9	Cc1cccc(C)c1N1CCN(C(=O)Nc2ccc3c(c2)OCCO3)CC1
1	-5	5	-4	2	7	7	-0.6	2	COC(=O)c1cccc(C(=O)N2CCCC(C(=O)c3cccc(OC(C)C)c3)C2)c1 (stereo not given)
7	1	-2	-9	-3	.	.	.	-8	COc1cccc(Cn2cnc(-c3ccccc3OC)c2C2CC2)c1
1	-1	3	-2	1	19	5	-2.7	9	COc1ccc(NC(=O)Nc2ccc(OC)cc2)cc1
2	-4	-14	1	5	5	2	0.1	9	COc1ccc(S(=O)(=O)NC(C)C(=O)Nc2ccccc2)cc1Cl (stereo not given)
2	1	8	8	-5	.	.	.	-5	CCc1ccc([C@H]2C[C@H]3[C@H]4C(=O)N(c5ccccc5)C(=O)[C@H]4CC(=O)[C@@H]3CN2S(=O)(=O)c2ccc(C)cc2)cc1
1	-4	-5	-1	-1	-15	-4	7.6	0	O=C(CCC(=O)c1ccc(Br)cc1)Nc1cccc(C(F)(F)F)c1
0	-1	-7	9	-5	15	-3	-1.2	0	CCOc1ccccc1NC(=O)NCc1ccco1
1	-3	-2	-5	0	18	2	-1.3	2	COc1cc(CN2CCN(c3cccc(Cl)c3)CC2)cc(OC)c1OC
1	-7	-6	-1	-6	-22	-3	2.2	-1	CC(=O)Nc1cc2c(nc1C)nc(C)n2Cc1ccc(Br)cc1
4	3	9	29*	27*	-14	3	5.0	9	CC(=O)NCCNC(=O)c1ccc(NC2=NC3CS(=O)(=O)CC3S2)cc1 (stereo not given)
2	-1	-7	16	-9	3	0	0.3	-2	C#CCOCCOCCOCCNc1nc(N2CCOCC2)nc(N2CCN(C(=O)Cn3cc(CCCN=C(N)N)nn3)CC2)n1
2	2	-29	-4	-3	3	1	3.0	12	O=C(CCSCCc1ccccn1)Nc1nccs1
1	-3	-10	-23	11	15	1	-0.1	14	Cc1ncc([N+](=O)[O-])n1CC(=O)NCc1ccccc1
1	-1	3	-8	5	3	4	1.8	-6	O=C(Nc1ccc(N2CCCC2)cc1)c1ccc(Br)o1
0	-2	9	19	-9	6	0	0.3	-18	CC(C)c1nc(Cl)c(C#N)c2c1CCC2
1	-5	-15	-9	14	1	0	-2.1	19	CCc1n[nH]c(=S)n1/N=C/c1ccc(N(CC)CC)cc1
-1	-2	-10	-5	-6	-10	3	-1.3	-4	O=S(=O)(c1ccc(Br)cc1)N1CCCC1c1nc2ccccc2s1 (stereo not given)
2	3	-5	7	-1	-3	-9	-0.5	7	Cc1cccc(NC(=O)CSc2nc(=O)n3ccccc3n2)c1C
1	1	-2	1	8	10	4	1.5	9	COC(=O)c1cc(OC)c(OC)cc1NC(=S)N1CCN(Cc2ccccc2)CC1
1	1	8	14	-7	9	0	0.7	15	c1ccc(-c2noc(-c3cccs3)n2)nc1
10	1	-1	18	-6	8	-2	0.1	-8	O=C(Cn1cc(C(F)(F)F)cc(Cl)c1=O)Nc1ccc(N2CCOCC2)cc1
0	-2	10	-2	-1	-6	-2	-2.8	0	O=S(=O)(c1ccc2c(c1)OCO2)N1CCN(c2nnnn2-c2ccccc2)CC1
-2	-5	7	1	-15	11	-2	-1.1	-15	Cc1cccc(C)c1-n1c(C)cc(/C=N/NC(N)=S)c1C
0	-9	1	-8	8	-1	5	-0.1	1	Cc1ccccc1C(=O)N1CCCN(C(=O)c2ccccc2C)CC1
3	4	12	5	-2	7	-2	9.4	-7	Cn1c(=O)c2c(nc(NCc3ccco3)n2C/C=C/c2ccccc2)n(C)c1=O
0	0	10	12	-4	-19	3	4.8	-1	O=C1N=C(N2CCOCC2)S/C1=C/c1ccc(-c2ccccc2Cl)o1
0	-5	2	8	3	-11	-1	1.7	10	O=c1[nH]c(CSc2ncn[nH]2)nc2ccccc12
1	0	-20	-11	6	-37	2	7.4	23	CC1CCCN(S(=O)(=O)c2ccc(C(=O)Nc3ccccc3-c3nc4ccccc4[nH]3)cc2)C1 (stereo not given)
2	-1	-7	-19	0	-2	9	-1.9	-5	N=c1oc2ccccc2cc1C(=O)Nc1ccccc1
2	-1	8	-2	3	.	.	.	-9	CO[C@H]1CN(C)C(=O)c2ccc(NC(=O)C3CCC3)cc2OC[C@H](C)N(CC2CCCCC2)C[C@@H]1C
0	6	4	-2	-4	-7	-2	-0.4	3	CCOC(=O)c1nc(N/N=C/c2ccccc2)sc1Br
4	-1	-16	-11	1	18	1	-4.5	10	COc1ccc(N(CC(=O)Nc2nccs2)S(=O)(=O)c2c(C)nn(C)c2C)cc1
2	5	1	2	3	4	-4	-1.6	7	CCO[C@H]1OC(C(=O)N2CCOCC2)=C[C@@H](c2ccc3c(c2)OCO3)[C@@H]1CCCO
0	-4	16	9	-4	-5	.	-1.0	-9	O=C1Nc2cc(C(=O)NCCCN3CCCC3)ccc2S/C1=C/c1cccc(Cl)c1
1	1	-17	-1	3	-4	-3	-0.1	10	Cc1cc(=O)oc2c(C)c(OCC(=O)N3CCC(C(=O)O)CC3)ccc12
0	0	-4	13	-3	3	0	-0.4	0	CNS(=O)(=O)c1cc(NC(=O)c2cncn2-c2ccccc2)ccc1C
0	1	3	8	1	-8	2	0.3	0	CC(C)CCn1c(=O)c2ccccc2n2c(CN3CCOCC3)nnc12
2	-2	-1	5	3	-17	5	-0.8	-6	Cc1ccccc1NC(=S)N(CCc1c(C)[nH]c2ccc(F)cc12)Cc1cccnc1
-1	-7	-5	-1	1	-4	-5	0.6	-4	CCN(CC)c1ccc(NC(=S)NC(=O)C2CCC2)cc1
1	6	-7	-6	1	.	.	.	8	CCN1C(=O)[C@@H]2[C@@H]3CN(S(=O)(=O)c4ccc(C)cc4)[C@@H](c4ccccc4F)[C@@H]3C(=O)C[C@@H]2C1=O
1	-6	2	5	-2	-13	0	-1.4	1	O=C1COc2ccccc2N1Cc1c(F)cccc1Cl
16	5	19	31*	-12	.	.	.	-5	OC[C@@H]1CN(Cc2ccc(-c3ccccc3)cc2)C[C@H](n2cnc3c(NC4CCCC4)ncnc32)O1
2	1	-10	1	0	.	.	.	6	Clc1cccc(CNc2ccn3nc(-c4ccccc4Cl)cc3n2)c1
1	-6	-9	3	3	-7	-2	0.5	9	Nn1c(SCC(=O)Nc2cc(S(=O)(=O)N3CCOCC3)ccc2Cl)nnc1-c1cccnc1
0	-5	4	7	0	-7	-3	0.3	-1	COc1ccc(S(=O)(=O)N2CCCOC2CNC(=O)C(=O)NCCCN2CCOCC2)cc1C (stereo not given)
0	-6	4	3	-3	-16	-3	0.5	1	Cc1cc(N)ccc1NC(=O)CN1CCCC1
1	1	0	3	2	9	0	-0.5	3	CC(C)(C)NC(=O)Cn1c(=O)oc2ccc(Cl)cc21
0	-2	1	10	-1	-16	-3	-0.3	4	Cc1cccc(Nc2sc(C(=O)c3cc4cc(Cl)ccc4o3)c(N)c2C#N)c1
1	-4	-2	4	-10	1	-5	-0.3	-1	CCOC(=O)N1CCC(N(CCN(C)C)C(=S)Nc2cccc(C)c2)CC1
1	-4	-1	-2	2	-15	-4	5.3	2	CCOC(=O)c1oc2ccc(CNCCO)c(Cl)c2c1C
4	4	-12	-5	2	14	-4	0.2	10	COCCN1C(=O)c2ccc(C(=O)Nc3nccs3)cc2C1=O
1	-2	-11	-11	5	.	.	.	2	CC1(C(=O)NCc2ccc(Cl)cc2)CCN1C(=O)c1cccc(F)c1 (stereo not given)
2	-2	-1	0	-2	-17	2	-2.1	15	Cc1[nH]n(-c2ccccc2)c(=O)c1N=Nc1cccc(S(=O)(=O)N2CCOCC2)c1
0&2	-1&1	-2&1	16&-5	-13&-1	20&-21	0	0.3&-0.1	1&-7	CCOCCCn1c(=NC(C)=O)c(C(=O)OCC)cc2c(=O)n3ccccc3nc21
14	1	-2	18	-11	16	4	1.1	-11	CC1(C)SC2c3ccccc3C(=O)N2[C@@H]1C(=O)O (stereo not given in full)
4	1	5	5	-5	-10	9	-1.4	-6	CSc1ccccc1NC(=O)Cn1c(-c2cscn2)nc2ccccc21

# Part of the list above, showing only M5 antag and M4 ag:
SMILES,M5 antag,M4 ag
CCOC(=O)c1oc2ccc(CNCCO)c(Cl)c2c1C,-2,1
COCCN1C(=O)c2ccc(C(=O)Nc3nccs3)cc2C1=O,-5,4
CC1(C(=O)NCc2ccc(Cl)cc2)CCN1C(=O)c1cccc(F)c1 (stereo not given),-11,1

# (cont.)
M4 ag	M5 ag	M4 antag	M5 antag	M5 PAM	CRFBP-R2 block	IDE inh	CRFBP-R2 agonist	M4 PAM	molecule
2	-2	-6	1	4	-12	-5	-1.5	-8	CCOc1ccccc1CNC(=O)CCC(=O)N1Cc2ccccc2Oc2ncccc21
1	-3	-14	4	-1	-3	9	2.4	14	COc1ccc(/C=C/C(=O)c2cccc(-n3cnnn3)c2)cc1O
1	0	4	-3	-3	-2	-3	-1.2	4	COC(=O)C(Cc1ccccc1)NC(=O)CCNC(=O)c1ccco1 (stereo not given)
1	-5	-6	10	-7	1	0	2.3	-5	Cc1ccnc(NC(=O)c2cccc(S(=O)(=O)N3CCCc4ccccc43)c2)c1
2	6	-6	4	-11	-1	-3	2.5	4	COc1ccc(OC)c(Nc2nc(N)nc(-c3cc4ccccc4o3)n2)c1
1	0	-3	10	-3	14	-6	0.8	2	NC(=O)CSc1nc2ccccc2c(=O)n1CCc1ccccc1
-2	-4	12	-1	-2	46	1	0.6	-17	CCCCN(C)c1ccc([N+](=O)[O-])cc1
6	6	0	-2	2	-27	0	-0.1	6	CSc1ncc(Cl)c(C(=O)Nc2nnc(SC/C=C/c3ccccc3)s2)n1
0	-2	-11	12	5	-12	.	-2.0	7	Cc1cc(O)c(C(C)C)cc1N=Cc1ccc(N(C)C)cc1
4	0	-7	-9	1	5	2	0.4	3	Cc1c(NC(=O)COC(=O)COc2ccc(Nc3ccccc3)cc2)c(=O)n(-c2ccccc2)n1C
8	2	-4	7	-6	-15	.	1.3	0	CCOC(=O)Nc1ccc2c(CN3CCN(S(=O)(=O)c4ccccc4F)CC3)cc(=O)oc2c1
11	0	-6	12	-9	-21	-1	6.2	-3	CC(C)C(=O)NC(=S)Nc1ccccc1N1CCN(C(=O)c2ccccc2)CC1
1	-3	2	-8	-2	8	-3	1.9	-2	O=C(NCc1ccccc1)c1cccc(COc2ccc3c(c2)CCC3)c1
1	3	2	6	-6	2	0	-0.3	3	Cc1sc2ncnc(SCC(=O)Nc3ncccc3O)c2c1C
